Source: PubChem BioAssay (several laboratories)
MEKK2wt PB1 HTS = modulators of MEK5 binding to wildtype MEKK2, primary screen, biochemical, multiplex bead flow cytometry, Alexa488-MEK5; Alexa488-MEK5 binding to MEKK2 WT; actives lie on both sides; Mitogen-activated protein kinase kinase kinase 2 (Homo sapiens), Q9Y2U5; hit rate 1.1% among 290,000; binding response (% of control), % at 10 µM; in the data active means binding response below about 67% or above about 130%
OXTR agonist = human OXTR agonists, primary screen, fluorescence, CHO-OTR cells, Fluo-8 calcium; Fluo-8 calcium fluorescence; normalized: DMSO 0%, oxytocin 100%; activation, % at 3 µM; hit rate 0.32% among 320,000;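 active means activation above the mean of all tested compounds plus 3 SD, cutoff set per screening run, cut at about 20% in these data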;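 further: peak over basal fluorescence ratio from a 100 s FLIPR kinetic read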
Target sequence (P30559 whole entry, looked up): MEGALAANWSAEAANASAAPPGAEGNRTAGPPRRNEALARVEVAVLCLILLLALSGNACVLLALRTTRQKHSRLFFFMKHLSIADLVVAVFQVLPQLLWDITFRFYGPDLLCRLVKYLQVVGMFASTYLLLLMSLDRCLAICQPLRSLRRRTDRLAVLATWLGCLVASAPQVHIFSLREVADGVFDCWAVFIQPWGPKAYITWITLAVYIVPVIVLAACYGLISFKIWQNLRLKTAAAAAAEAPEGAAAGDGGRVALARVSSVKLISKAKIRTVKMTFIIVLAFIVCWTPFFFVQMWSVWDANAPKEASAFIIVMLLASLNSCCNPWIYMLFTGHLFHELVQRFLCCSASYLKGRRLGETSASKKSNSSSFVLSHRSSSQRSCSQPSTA
GalR3 antag = GalR3 antagonists in HEK293 cells, primary screen, cell-based, fluorescence readout | inhibition, % at 3 µM | hit rate 0.44% among 360,000 | HEK293 GalR3-CNG cAMP membrane potential fluorescence; galR3 body fused to GalR1 C-terminus;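 active means inhibition above the screen-wide average plus 3 SD, cut at about 13% in these data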;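 further: forskolin and galanin both at EC90 stimulate the cells; cAMP rise reported by CNG channel membrane potential dye signal; 0% = forskolin plus galanin with DMSO and 100% = forskolin alone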
MEKK2mut PB1 HTS = MEK5 binding signal on mutant MEKK2 PB1, primary screen, biochemical, multiplex bead flow cytometry, Alexa488-MEK5; Alexa488-MEK5 binding to MEKK2 mutant; percent response, % at 10 µM; hit rate 0.35% among 290,000; in the data active means percent response above about 24%, passing the limit was not always enough; further: inactives centre near 1; some results filed as inactive read as strong as hits; reference of the scale not given here
PHOSPHO1 inh = PubChem AID 1565; Phosphoethanolamine/phosphocholine phosphatase (Homo sapiens), Q8TCT1; recombinant PHOSPHO1, absorbance phosphatase assay; inhibition, % at 13.3 µM; hit rate 1.1% among 290,000; in the data active means inhibition above about 60%
V1R ag counter = agonists of human V1a receptor, primary screen, counter-screen for OXTR agonist project, fluorescence, CHO-V1R cells; Fluo-8 calcium fluorescence, agonist mode; 0% DMSO, 100% 3 nM vasopressin; activation, % at 3 µM; hit rate 0.25% among 320,000;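 active means activation above the mean activation of all tested compounds plus 3 SD, per screening run, cut at about 20% in these data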;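 further: signal is peak over basal fluorescence ratio across a 100 second FLIPR read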
GPR7 antag = GPR7 receptor antagonists, primary screen, cell-based, fluorescence, single concentration; GPR7-expressing cells, fluorescence antagonist assay; inhibition, % at 4.4 µM; hit rate 1.1% among 290,000; Neuropeptides B/W receptor type 1 (Homo sapiens), P48145; AID 1861, 2009; in the data active means inhibition above about 16%, passing the limit was not always enough;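 further: cells stimulated with the agonist NPW; 0% = agonist with vehicle and 100% = vehicle without agonist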
NALP1 yeast inh = NALP1 inflammasome inhibitors in reconstituted yeast, colorimetric, S. cerevisiae, triplicate retest; S. cerevisiae NALP1/ASC/caspase-1 growth, X-gal OD620, 72 h; inhibition, % at 10 µM; hit rate 0.61% among 280,000; in the data active means inhibition mostly above about 24%, no sharp cut-off; inactive means mostly below about 32%; further: some compounds called inactive have numbers as strong as hits
MEKK3 PB1 HTS = modulators of MEKK3-MEK5 PB1 binding, primary screen, biochemical, wildtype MEKK3, multiplex bead flow cytometry, Alexa488-MEK5 | binding response (% of control), % at 10 µM | Mitogen-activated protein kinase kinase kinase 3 (Homo sapiens), Q99759 | hit rate 1.4% among 290,000 | bead-based flow cytometry, Alexa488-MEK5 binding to MEKK3; actives lie on both sides; 0 = blocked by unlabeled MEK5, 100 = vehicle;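 active means binding response more than 3 SD above or below the average of its plate-row segment, actives on both sides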;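 further: Alexa488 bead fluorescence after subtracting the streptavidin-only scavenger bead signal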
Target sequence (Q99759 whole entry, looked up): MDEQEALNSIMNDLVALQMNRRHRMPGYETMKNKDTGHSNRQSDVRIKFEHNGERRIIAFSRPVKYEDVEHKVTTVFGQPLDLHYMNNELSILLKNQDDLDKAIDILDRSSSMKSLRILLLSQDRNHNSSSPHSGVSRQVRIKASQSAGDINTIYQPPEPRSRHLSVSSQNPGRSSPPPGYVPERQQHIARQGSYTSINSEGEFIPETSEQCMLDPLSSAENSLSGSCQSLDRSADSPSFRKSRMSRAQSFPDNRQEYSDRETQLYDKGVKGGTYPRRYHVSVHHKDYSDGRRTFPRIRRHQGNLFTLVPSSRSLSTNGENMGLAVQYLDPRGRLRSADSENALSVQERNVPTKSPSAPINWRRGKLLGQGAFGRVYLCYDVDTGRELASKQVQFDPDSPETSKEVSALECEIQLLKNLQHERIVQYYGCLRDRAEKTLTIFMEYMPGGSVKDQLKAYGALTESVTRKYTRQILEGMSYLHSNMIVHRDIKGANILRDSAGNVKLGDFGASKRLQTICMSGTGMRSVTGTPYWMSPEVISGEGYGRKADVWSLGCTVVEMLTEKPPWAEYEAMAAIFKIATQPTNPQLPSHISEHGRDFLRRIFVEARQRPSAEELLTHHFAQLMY
Numbers without * were called inactive; . = not tested or not shown; & = joins results of further samples.

Fields: MEKK2mut PB1 HTS	V1R ag counter	OXTR agonist	NALP1 yeast inh	MEKK3 PB1 HTS	PHOSPHO1 inh	GPR7 antag	GalR3 antag	MEKK2wt PB1 HTS
COc1ccc(NCc2ccc(OC)c(Cn3ccnc3)c2)c(OC)c1
 : 6	4.2	2.4	6	103	.	19	-7	111
O=C(CNC(=O)N1CC(=O)Nc2ccccc21)Nc1cccc(F)c1
 : 1	0.2	-0.1	10	102	45	-5	-10	101
Cc1cccc(NC(=O)COC(=O)c2ccc3c(=O)n4c(nc3c2)CCC4)c1
 : -1	0.3	-1.1	25	99	-16	-14	0	103
CC1CCN(C(=O)C(Cc2ccccc2)NS(=O)(=O)c2ccc3c(c2)oc(=O)n3C)CC1 (configuration not stated)
 : 0	0.3	-1.0	-7	98	13	5	3	101
CS(=O)(=O)N(Cc1ccc(Cl)cc1)c1ccc(C(=O)N/N=C/c2cc3ccccc3nc2Cl)cc1
 : 8	0.0	0.9	18	101	-7	2	-12	105
O=C(Nc1ccc(F)cc1F)c1ccc(-n2cccn2)c([N+](=O)[O-])c1
 : 2	2.1	2.1	0	104	43	-2	-1	105
CCOc1ccc(S(=O)(=O)c2c[nH]c3ccccc3c2=O)cc1
 : 4	0.1	-1.4	11	103	35	-2	-10	110
COc1cc(/C=C/C(=O)O)ccc1OS(=O)(=O)c1cc(C)ccc1C
 : -4	0.9	2.1	-6	100	13	-3	1	94
Cc1cc(NC2C3CC4CC(C3)CC2C4)n2ncnc2n1 (configuration not stated)
 : -5	1.0	0.7	-11	90	-6	-8	-5	92
COC(=O)c1c(-c2c(Cl)cccc2Cl)noc1NC(=O)NN1CCCCC1
 : -9	0.0	-2.4	-9	97	34	-23	-5	91
CCN(C(=O)COC(=O)c1cccnc1Nc1ccccc1F)C1CCS(=O)(=O)C1 (configuration not stated)
 : 4	1.1	1.1	7	106	0	-13	-2	104
Cc1cccc(CN2CCN(CC(=O)NCc3cccs3)C2=O)c1
 : 5	1.0	0.5	-15	109	24	7	-4	105
O=C1/C(=C/c2cccnc2)SC(=S)N1CC1CCCO1 (configuration not stated)
 : -3	1.6	0.3	22	88	27	-9	-6	90
COc1ccc(NC(=O)C2CCCN(S(=O)(=O)c3ccccc3)C2)c(OC)c1 (configuration not stated)
 : -3	1.5	-0.8	3	97	36	-6	0	100
Cc1cc(OCC(=O)Nc2cc(C(C)(C)C)on2)ccc1[N+](=O)[O-]
 : 7	6.3	1.5	10	101	37	-6	-3	104
CCC(=O)c1cc(-c2nc3ccccc3n2C)n(C)c1
 : 2	0.1	-0.9	41	100	22	9	-4	105
O=C(NCc1ccc2c(c1)OCO2)c1nc(S(=O)(=O)Cc2ccccc2)ncc1Cl
 : -1	2.8	0.9	2	97	29	5	-7	99
O=C(CN1CCC(NC(=O)Nc2ccccc2)CC1)Nc1cccc([N+](=O)[O-])c1
 : 6	1.4	1.2	1	107	35	-1	-10	121
O=C(CN1CCN(c2ccccc2)CC1)NCc1ccc(F)cc1
 : 0	0.4	-0.5	9	100	15	0	-9	102
CCn1c(SCC(N)=O)nnc1-c1ccc(OC)c(OC)c1
 : 2	0.1	0.1	16	101	-16	-12	-3	100
CC(=O)c1ccc(OC(C)C)c(CSC(=N)N)c1
 : -3	0.6	0.6	-9	99	45	-6	2	100
COc1ccccc1CN1C[C@@H]2C[C@@H](c3[nH]c4ccc(C)cc4c3C)N3CCC[C@@]23C1=O
 : -2	8.5	9.9	18	89	24	13	-5	99
Cc1ccc(NC(=O)CN2C(=O)N/C(=C\c3cccnc3)C2=O)cc1
 : -3	-0.3	-1.7	17	83	36	6	-6	89
O=C(c1ccccc1F)N1CCN(S(=O)(=O)c2ccc(S(=O)(=O)N3CCCCC3)cc2)CC1
 : -1	-0.2	0.4	3	99	-4	14	3	96
Cn1c(=O)n(C)c2cc(/C=N/NC(N)=S)ccc21
 : -5	1.5	0.0	10	104	0	-12	-1	99
COc1ccc(-c2cc(C(=O)Nc3ccc(S(=O)(=O)Nc4onc(C)c4C)cc3)c3ccccc3n2)cc1
 : -15	-0.1	-0.5	3	96	16	-10	-6	88
Cc1cccc(C)c1NC(=O)COC(=O)CCc1ccc(S(=O)(=O)N2CCCCC2)cc1
 : 8	6.3	2.2	27	105	-9	11	-6	115
CCOC(=O)CC(=O)CSc1nc2c(c(-c3cccs3)c1C#N)CCC2
 : 21	-0.3	-1.4	.	105	4	-6	-1	122
Cc1cccc(NC(=S)NNc2ncc(C(F)(F)F)cc2Cl)c1
 : -2	6.8	5.4	9	96	-10	4	0	96
COc1ccc(CNC(=O)c2nn(C)c3c2CS(=O)(=O)c2ccccc2-3)cc1
 : 4	7.8	1.7	2	99	34	-16	-4	99
Cc1c(C=N)c(O)n(C)c(=O)c1C#N
 : 0	5.2	2.6	.	99	27	-2	-2	94
O=C(O)CCCNC(=O)C(c1ccccc1)c1ccccc1
 : -1&-3	1.1&0.9	0.7&-0.7	38&-29	98&92	-7&-4	-11&13	-2&4	99&88
CCN(CC)c1ccc(NC2CC(=O)N(CCc3ccc(OC)cc3)C2=O)cc1 (configuration not stated)
 : 8	-0.4	0.6	.	112	48	0	-1	102
CCC(=O)c1ccc(OCC(=O)O)cc1
 : 1	.	.	16	100	-8	-12	.	103
CC1CC(C)CN(S(=O)(=O)c2ccc(F)c(C(=O)Nc3ccc(Cl)cc3F)c2)C1 (configuration not stated)
 : -2	-0.4	-0.9	15	99	3	2	-5	95
CCN(CC)S(=O)(=O)c1ccc2c(c1)nc(SCc1nc3ccsc3c(=O)[nH]1)n2CC
 : 2	2.1	-1.2	11	102	43	-10	-1	100
C(=N\N1CCN(Cc2cccc3ccccc23)CC1)/c1ccco1
 : .	0.5	-1.9	6	.	9	-7	-3	.
Cc1ccc(S(=O)(=O)Nc2nc3cc(C)c(C)cc3[nH]2)cc1
 : -4	1.1	-1.4	-5	100	-16	-6	-2	94
CCOc1ccc(NC(=S)NC(C)CCc2ccccc2)cc1 (configuration not stated)
 : -2	0.7	0.1	-8	105	8	-6	-8	104
CC1(C)Cc2c(sc3nc(=S)[nH]c(N)c23)CO1
 : 2	0.7	-0.4	-10	108	-46	-5	.	105
COc1ccc(C2Oc3ccccc3C3=C2C(c2cccs2)n2ncnc2N3)cc1 (configuration not stated)
 : -6	-0.4	-1.1	11	100	26	-3	-8	90
CC(=O)c1cc(CN2CCCCC2)cc(OC(C)C)c1
 : -2	0.6	-0.6	16	93	2	8	-3	96
O=C(c1ccc(=O)[nH]c1)N(Cc1ccco1)C1(C(=O)NC2CCCC2)CCCCC1
 : .	0.8	-0.3	10	.	28	-1	-3	.
COc1ccccc1-n1cc(-c2ccc(C)cc2)[nH]c1=S
 : 3	-0.1	-0.9	-5	102	-3	0	-11	102
O=S(=O)(NCCN1CCCC1)c1cccc2cccnc12
 : 6	-0.1	0.5	-2	115	4	2	1	117
CCOC(=O)N1CCC(NC(=O)c2oc3c(c2C)-c2[nH]ncc2CC3)CC1
 : .	1.2	0.7	5	.	0	0	-2	.
C=C(C)C1CC=C(C)/C(=N/NC(=O)COc2ccccc2C)C1 (configuration not stated)
 : -1	-0.8	-1.6	27	105	14	-7	-5	107
CC(C)(C)c1cc(NC(=O)Nc2ccc(Br)cc2Cl)no1
 : 4	1.0	-0.4	17	105	15	-11	-7	100
O=C(Nc1cccc(-c2nc3ccccc3[nH]2)c1)c1cccc(NC(=O)c2ccco2)c1
 : -6	0.1	1.4	-2	82	-1	-14	-5	94
Cc1ccc2ncccc2c1NC(=S)NC(=O)c1ccccc1
 : 1	1.8	0.6	6	101	24	12	-2	99
COc1ccc(-n2c(SCC(=O)Nc3cc(C)on3)nc3c([nH]c4ccccc43)c2=O)cc1OC
 : -1	-0.2	-0.3	12	100	18	-1	0	97
COC(=O)c1nn(-c2ccccc2)c(-c2ccccc2)c1C(=O)c1ccccc1
 : -3	0.5	-0.6	-5	104	28	0	0	100
C/C(O)=C(/C#N)c1nc2ccccc2[nH]1
 : 10	0.3	-0.1	-17	107	8	-9	-3	105
O=C(NCCN1CCOCC1)c1cc2cc(Br)ccc2oc1=O
 : .	0.1	-0.4	19	.	2	-6	-4	.
CCOC(=O)c1ccc(N2CSC3=C(C#N)C(c4cccs4)CC(=O)N3C2)cc1 (configuration not stated)
 : 5	-0.3	-1.0	-18	104	94*	-3	.	107
Cc1sc(NC(=O)/C=C/c2ccco2)c(C(=O)O)c1C
 : -5	0.8	0.1	-57	97	8	-8	-4	102
CC(C)c1ccc2[nH]c3c(c2c1)[C@@H]1CCN2C(=O)CCC[C@H](C3)[C@H]12
 : -1	16	13	2	97	10	2	-7	97
COc1ccc(-c2noc(-c3ccccc3-c3ccccc3)n2)cc1
 : -13	1.1	0.4	2	81	11	-15	1	91
O=C(CN1CCN(S(=O)(=O)/C=C/c2ccccc2)CC1)NCC(F)(F)F
 : 1	1.2	2.2	2	98	-20	-2	-6	98
COc1ccc(CCNc2ccc(C(CC(N)=O)NC(=O)Cc3ccc(Br)cc3)cc2[N+](=O)[O-])cc1 (configuration not stated)
 : 3	1.7	0.2	.	106	34	.	-6	107

Next part
Fields: MEKK2mut PB1 HTS	V1R ag counter	OXTR agonist	NALP1 yeast inh	MEKK3 PB1 HTS	PHOSPHO1 inh	GPR7 antag	GalR3 antag	MEKK2wt PB1 HTS
CCCCNC(=O)CCn1nc(-c2ccc(C)cc2)c2ccccc2c1=O
 : 5	-1.7	-1.5	1	99	29	-1	-12	102
CCC1=NNc2cccc3c(OC)ccc1c23
 : -22	-0.6	-0.8	-6	61	36	-9	.	72
COC(=O)c1nc(NC(=O)c2ccc(Cl)cc2)n[nH]1
 : 5	1.3	0.4	16	105	24	-10	-5	103
Cc1ccc(NC(=O)CN2C(=O)NC(Cc3ccccc3)C2=O)c(Br)c1 (configuration not stated)
 : 3	-0.1	-0.2	3	110	17	-1	-5	109
O=C(N1CCOCC1)C12CC3CC(C1)CC(C(=O)N1CCOCC1)(C3)C2
 : 4	1.7	0.4	12	116	23	-9	-4	113
C=CCSc1ncccc1C(=O)NCCc1ccc(Cl)cc1
 : 5	0.0	-1.4	2	106	26	4	-12	107
CCCCNC(=O)N1CCN(c2ccccc2OC)CC1
 : -4	1.1	-1.2	-7	99	6	12	-6	109

A stretch from the list above, as a working copy:
Fields: MEKK2mut PB1 HTS	V1R ag counter	OXTR agonist	NALP1 yeast inh	MEKK3 PB1 HTS	PHOSPHO1 inh	GPR7 antag	GalR3 antag	MEKK2wt PB1 HTS
COC(=O)c1nc(NC(=O)c2ccc(Cl)cc2)n[nH]1
 : 5	1.3	0.4	16	105	24	-10	-5	103
Cc1ccc(NC(=O)CN2C(=O)NC(Cc3ccccc3)C2=O)c(Br)c1 (configuration not stated)
 : 3	-0.1	-0.2	3	110	17	-1	-5	109
O=C(N1CCOCC1)C12CC3CC(C1)CC(C(=O)N1CCOCC1)(C3)C2
 : 4	1.7	0.4	12	116	23	-9	-4	113
C=CCSc1ncccc1C(=O)NCCc1ccc(Cl)cc1
 : 5	0.0	-1.4	2	106	26	4	-12	107
CCCCNC(=O)N1CCN(c2ccccc2OC)CC1
 : -4	1.1	-1.2	-7	99	6	12	-6	109
